High-throughput results as filed in PubChem.
MT stabilizer = microtubule stabilization, imaging screen | HeLa tubulin immunostaining HCS, 24 h; share of cells brighter than vehicle mean+2SD | % tubulin-high responders, % at 10 µM | 200,000 compounds, 0.83% hits;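 active means plate Z-score above 3 for both tubulin-high and condensed-nucleus cell shares, with cell loss under 80%, at 10 µM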;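 further: anti alpha tubulin signal scored within the nucleus-defined area of each cell; some results filed as inactive read as strong as hits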
Lipid droplet = hepatic lipid droplet formation modulation. inhibition, % at 6.5 µM. 240,000 compounds, 0.4% hits. AML12 mouse hepatocytes, oleate lipid droplets, BODIPY imaging. AID 1656;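 active means lipid droplet intensity inhibited by at least 50%, with more than 500 cells counted; inconclusive means wells with under 300 cells, treated as cytotoxic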
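material = mouse AML12 hepatocyte cell line, fixed after treatment | also added = 100 µM oleic acid challenge | doses = compound at 6.5 µM only | schedule = overnight exposure | technique = Image-based BODIPY and DAPI two-channel analysis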
Ins promoter up = MIN6 insulin promoter up-regulation. MIN6 insulin promoter-GFP reporter, high-content imaging; stronger effect = higher value. z-score at 5 µM. 190,000 compounds, 0.3% hits. AID 1625;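 active means z-score above 3 at 5 µM with at least 500 cells counted in the well; inconclusive means wells under 500 cells, flagged as cytotoxic or low count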
bCat nuc transl = beta-catenin nuclear translocation modulation | nuclear translocation activity, % at 5 µM | HeLa beta-catenin nuclear translocation, immunofluorescence imaging | AID 1665 | 190,000 compounds, 0.3% hits;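 active means nuclear translocation activity above 50% at 5 µM, with a well cell count of 50 or more; inconclusive means wells under 50 cells across six images, flagged as toxic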;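 further: per-cell ratio of nuclear to cytoplasmic median beta-catenin stain intensity; plate controls were DMSO negative control for no effect and GSK-3 inhibitor IX positive control for full effect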
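Signal – beta-catenin immunofluorescence imaging with DAPI · Test system – human HeLa cell line · Dosing – 5 µM primary single dose, 0.1% DMSO, 0.02–20 µM confirmation series · Measure – % activation, nuclear-to-cytoplasmic median beta-catenin signal ratio per cell · Incubation – 24 h compound exposure at 37°C, 5% CO2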
TNAP activators = human TNAP enzyme activators, primary screen, biochemical, luminescent, no phosphate acceptor, uHTS (AID 1001). 200,000 compounds, 0.03% hits. purified TNAP, luminescent activation assay, no phosphate acceptor; higher activation fold means a stronger effect. activation fold at 20 µM, or EC50 in µM where a hit was titrated; in the data active means activation fold from about 3, or a potency from the dose series; inactive means the rest, 99 in 100 with activation fold below about 1.6; further: many of its hits are not listed in these tables
T cell modulator = T cell immune modulators affecting CD8 T cell-vesicle binding; 2C CD8+ T cell-vesicle binding, flow cytometry; stronger effect = lower value; calls only at 7 µM; 330,000 compounds, 0.068% hits; AID 2052;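 active means response, share of CD8 T cells binding vesicles, and their 90th percentile fluorescence all below set limits, cut at about 80% in these data, passing the limit was not always enough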
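Material: murine 2C transgenic CD8+ T lymphocytes / Also added: QL9-peptide-loaded Drosophila micro-vesicles bearing Ld, ICAM-1 and B7-1 / Schedule: binding step 1.5 h, 37 °C, antibody labelling 20 min, ice / Signal: flow cytometry, PE anti-B7-1 (FL2) versus Alexa647 anti-CD8 (FL8), PFA-fixed / Evaluation: percent CD8+ FL2 mean versus row control / Benchmarks: naked versus QL9-loaded vesicles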
Myeloid diff MLP = compounds promoting myeloid differentiation | ER-HoxA9 myeloid progenitors, lysozyme-GFP differentiation, flow cytometry | calls only at 10 µM | 360,000 compounds, 1% hits | AID 624256;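 active means normalized GFP-positive differentiation at or above the plate's own cutoff, the solvent-only control mean plus 3 SD; inconclusive means no clear call, values can overlap the other calls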;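 further: cells exposed to compound for four days before flow analysis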
human PMI inhibition = inhibitors of human PMI, primary screen, biochemical, fluorescence intensity, coupled assay (AID 1209); 190,000 compounds, 0.42% hits; one-dose inhibition, % at 20 µM; IC50 in µM for titrated hits; purified PMI enzyme, coupled fluorescence intensity; higher % means a stronger effect; in the data active means inhibition above about 50%;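 further: plate controls were DMSO vehicle for no effect and wells lacking substrate for full effect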
Dynein transport = dynein cargo transport inhibition; 3617.4 mouse cells, GR-EGFP nuclear translocation imaging; test concentration mostly 20 µM; stimulated with dexamethasone, 1 µM; stronger effect = lower value; AID 1381; 220,000 compounds, 0.47% hits; z-score, hits read low;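 active means plate z-score of nuclear minus cytoplasmic receptor signal below a set negative limit, without overly bright fluorescence or cell loss, cut at about -3.5 in these data, passing the limit was not always enough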;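 further: z-score of nuclear minus cytoplasmic ring GR-EGFP intensity difference per well; some compounds called inactive have numbers as strong as hits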
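Buffer or medium – tet-free medium with charcoal-stripped serum · Signal – automated 10x imaging of fixed Hoechst-stained cells · Also added – dexamethasone agonist, 1.0 µM final, for 30 min · Incubation – induction 48 h, compound 1 h, agonist 30 min · Read-out – GR-EGFP nuclear translocation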
Dynein transport cytoplasmic EGFP = recorded beside Dynein transport, whose call it bears; z-score; measured here: cytoplasmic GR-EGFP intensity; stronger effect = higher value
Dynein transport nuclear GR-EGFP = second read-out of Dynein transport, no call of its own (marks repeat the call); z-score; measured here: nuclear GR-EGFP intensity;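 lower value marks the stronger effect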
Dynein transport cell count = also measured in Dynein transport; calls as there; z-score; measured here: cell count per field
Ins promoter up cell count = further read-out of Ins promoter up, marked with its call; cell count; measured here: cytotoxicity, nuclei count;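 total cells summed across four imaged fields per well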
Lipid droplet cells 6.5 µM = second read-out of Lipid droplet, no call of its own (marks repeat the call); cell count; measured here: cell count, cytotoxicity flag;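 cells counted across two imaged fields per well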
bCat nuc transl cell count 5 µM = recorded beside bCat nuc transl, whose call it bears; cell count; measured here: cell count, cytotoxicity flag
T cell modulator vesicle-bound % = recorded beside T cell modulator, whose call it bears; double positive events, %; measured here: CD8+ vesicle-bound cell fraction;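 binding gate set so that unloaded-vesicle control wells show 10% double positive cells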
MT stabilizer Hoechst-high % = also measured in MT stabilizer; calls as there; % Hoechst-high responders; measured here: nuclear condensation Hoechst responders;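 share of cells brighter than vehicle mean plus two SD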
MT stabilizer cytotoxicity % = recorded beside MT stabilizer, whose call it bears; toxicity, %; measured here: cytotoxicity by cell density;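 0% = mean cell density of plate MIN control wells and 100% = no cells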
Myeloid diff MLP GFP+ MAC1+ % = second read-out of Myeloid diff MLP, no call of its own (marks repeat the call); GFP+ MAC1+ double positive, %; measured here: differentiation confirmed by MAC1 staining
Active calls of the source: *; i = inactive; ? = inconclusive; . = no result given.

Every second line gives: MT stabilizer	MT stabilizer Hoechst-high %	MT stabilizer cytotoxicity %	Lipid droplet	Lipid droplet cells 6.5 µM	Ins promoter up	Ins promoter up cell count	bCat nuc transl	bCat nuc transl cell count 5 µM	TNAP activators	T cell modulator	T cell modulator vesicle-bound %	Myeloid diff MLP	Myeloid diff MLP GFP+ MAC1+ %	human PMI inhibition	Dynein transport	Dynein transport cytoplasmic EGFP	Dynein transport nuclear GR-EGFP	Dynein transport cell count
> COc1ccc(S(=O)(=O)Nc2ccc(F)cc2)cc1N(C)S(=O)(=O)c1ccc(Cl)cc1
    2.9	1.3	11.6	.	.	0.92	1504	-0.9	1258	1.1	i	16.5	i	13.2	17.6%	0.303	-0.197	0.476	-0.411
> Cc1cccc2cc(C#N)c(N3CCN(C)CC3)nc12
    5.8	2.7	10.2	.	.	-0.75	1205	2.5	1125	1	i	16.7	i	1.2	8.2%	-0.176	-0.249	0.0685	0.76
> Cc1cccc(NC(=O)CN2C(=O)S/C(=C\c3cccn3-c3cccc(C(=O)O)c3)C2=O)c1
    4.8	1.6	9.5	-1.3	646	0.45	1506	0.8	1519	1	i	61.3	i	0.0	-0.6%	0.362	-0.349	0.328	0.109
> COc1ccc(-c2nnc(NC(=O)c3ccccc3C)o2)cc1
    .	.	.	2.2	696	1.04	721	-0.2	1157	.	i	38.8	i	2.6	.	-0.552	-0.813	0.011	0.267
> Fc1ccc(/C=C2\CCCC3=C2Nc2ncnn2C3c2ccc(F)cc2)cc1 (stereo not drawn)
    2.9	2.1	10.5	.	.	0.36	1480	-1.4	1418	0.9	i	14.1	?	.	-9.0%	-3.03	0.984	-1.26	-1.03
> N#Cc1cc[n+](CC(=O)c2ccc(NC(=O)c3ccccc3)cc2)cc1
    .	.	.	0.1	743	-0.01	1367	-1.2	1381	.	i	12.0	i	1.0	.	-0.415	-0.236	-0.105	0.0213
> CCN1CCN(CCCNC(=O)C2c3ccccc3C(=O)N(c3ccc(OC)cc3)C2c2ccc(OC)cc2)CC1 (stereo not drawn)
    2.1	2.4	10.6	2.8	729	-0.44	1177	-6.4	1080	1.1	i	47.3	i	0.5	1.5%	1.52	-0.187	0.981	0.000561
> Cc1cccc(NC(=O)CSc2nnc(Cc3ccccc3)o2)c1
    2.7	1.5	1.0	20.3	694	0.01	1433	0.9	1091	1.2	i	22.3	i	0.2	8.9%	-0.141	-0.37	-0.622	0.0995
> CC(=O)c1c(C)[nH]c(C2=NNC(=NC(C)(C)C)SC2)c1C
    3.6	2.7	4.8	1.1	660	-0.15	1297	1.6	968	0.9	i	24.2	i	0.0	-47.9%	-1.33	-0.143	-0.538	0.43
> CCOc1cc(C=O)c(Br)cc1OC1CCCC1
    2.2	1.1	1.4	.	.	0	1557	-1.9	1253	1	i	54.1	i	0.3	9.7%	0.0641	-0.159	0.37	-0.596
> O=C(OCCN1C(=O)c2ccccc2C1=O)c1ccc(S(=O)(=O)N2CCCCCC2)cc1
    5.3	2.2	7.5	-37.6	644	0.15	1351	.	.	1.1	i	24.8	i	0.9	14.6%	-1.16	-0.02	-0.447	-0.313
> CCN(CC)C1CCCCC1NS(=O)(=O)c1ccc(Cl)cc1 (stereo not drawn)
    5.0	3.1	6.6	-14.2	676	-1.54	1681	-4.0	1091	1	i	52.8	i	0.8	1.1%	-0.47	-0.113	0.0522	-0.507
> O=C(NC1CCN(Cc2ccccc2)CC1)c1cccc(S(=O)(=O)Nc2cc(C(F)(F)F)ccc2Cl)c1
    1.3	3.6	9.0	3.7	614	0.39	1340	0.0	977	1.1	i	12.9	i	0.5	0.8%	-0.217	-0.216	-0.515	0.298
> CC(O)c1nc2ccccc2n1CC(=O)Nc1ccc(F)cc1Cl (stereo not drawn)
    3.7	2.5	6.3	8.1	722	0.2	1366	-1.6	1131	1.1	i	13.2	i	0.5	-13.0%	0.937	-0.331	0.682	-0.662
> O=S1(=O)C=C(N2CCOCC2)c2ccccc21
    3.2	2.0	6.0	.	.	-0.3	1579	-1.0	1316	1	i	37.6	i	2.4	5.4%	0.0809	-0.222	0.404	-0.694
> COc1cc(CN2CCN(c3cccc(C)c3C)CC2)cc(Br)c1O
    2.9	3.6	15.1	.	.	0.74	1327	-2.8	962	1.1	i	47.1	i	3.5	19.3%	1.07	-0.16	1.46	-0.711
> COC(=O)CSc1ncnc2c1sc1nc(N3CCOCC3)c3c(c12)CCCC3
    3.1	2.4	5.2	.	.	-1.16	1375	1.0	1357	1	i	49.9	i	0.6	9.5%	-0.0963	-0.0153	0.299	0.247
> O=C(NCc1ccc(F)cc1)c1cc(-c2cccs2)on1
    3.3	1.7	8.1	.	.	0.09	1521	-2.0	838	1.1	i	34.3	i	12.7	11.7%	-1.03	-0.345	-0.418	-0.529
> CCCCCC1CCC(c2nnc(SCC(C)=O)o2)CC1 (stereo not drawn)
    4.1	2.4	8.3	2.7	707	-0.08	1296	0.3	1092	1.2	i	19.4	i	0.1	-0.9%	0.428	-0.375	0.486	-0.187
> CCCN1C(=O)C(Cc2nc3ccccc3c(=O)n2C)c2ccccc21 (stereo not drawn)
    2.6	1.7	4.6	.	.	0.44	1520	2.8	1264	1.1	i	35.5	i	1.0	7.0%	0.565	-0.189	-0.345	-0.811
> CC(C)Oc1cccc(C(=O)N2CCCC2)c1
    3.5	1.2	3.9	5.6	655	0.95	1634	-3.9	1085	1.1	i	41.1	i	0.7	-1.9%	0.309	-0.247	0.405	-0.0348
> Cc1ncsc1C(=O)Nc1nc2c(s1)CC(C)CC2 (stereo not drawn)
    3.7	2.5	12.3	.	.	0.31	1040	-0.5	1187	1.1	i	34.7	i	1.7	-1.8%	0.732	-0.163	0.554	-1.22
> COCCNC(=O)c1cc2nc(-c3ccccc3)cc(C)n2n1
    2.1	1.5	6.7	-99.5	595	-0.27	1443	1.3	1155	1.1	i	43.2	i	0.3	1.4%	-0.207	-0.321	-0.249	0.282
> CCOc1ccc2c(CC)cc(=O)oc2c1OCC
    6.6	2.4	7.7	-12.5	675	-0.72	1298	.	.	1.1	i	36.6	i	1.8	-7.7%	-0.581	-0.317	-0.669	0.911
> COc1ccccc1N=C1SCC(=O)N1c1ccccc1OC
    2.2	1.7	3.9	8.6	709	0.1	1238	-1.4	572	1	i	60.8	i	0.6	5.8%	-0.423	-0.0258	0.762	-0.245
> Cc1csc(NC(=O)C2CCN(C(=O)CSc3nnc(C)n3Cc3ccccc3)CC2)n1
    2.2	1.2	5.9	1.8	819	.	.	-6.5	1104	1	i	31.5	i	1.0	-0.7%	0.428	-0.3	0.054	0.3
> COc1ccc(-c2nn(-c3ccccc3)cc2/C=N/Nc2ccccn2)cc1OC
    1.5	3.0	8.2	14.8	626	-0.66	1352	.	.	1.1	i	8.7	.	.	18.9%	-0.304	-0.297	-0.434	0.305
> CCC(C)c1ccc(NC(=S)NCCn2cc(Cl)cn2)cc1 (stereo not drawn)
    3.5	1.9	6.4	6.1	730	-0.61	1505	-1.2	1013	1.1	i	40.3	i	0.1	11.4%	-1.19	-0.334	-0.539	0.991
> CC(C)Cn1c(SCC(=O)NC(=O)NC2CCCC2)nc2ccccc21
    2.8	1.4	7.4	.	.	-0.43	1096	2.7	1159	1	i	29.4	i	2.8	-0.5%	1.44	-0.128	0.914	-1.17
